Assay outcomes (PubChem BioAssay)
NOD2-RIPK2 inh: NOD2-RIPK2 binding disruptors in cells, primary screen, fluorescence, CHO cells, BLA complementation; Receptor-interacting serine/threonine-protein kinase 2 (Homo sapiens), O43353; CCF4 ratio; inhibition, % at 4.98 µM; actives 0.38% (n = 360,000); in the data active means inhibition above about 21%;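 further: 0% = vehicle only and 100% = reference blocker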
TLR9-MyD88 inh: inhibitors of TLR9-MyD88 association in cells, primary screen, cell-based, CHO, BLA complementation, fluorescence; actives 0.21% (n = 340,000); CCF4 FRET ratio; inhibition, % at 4.98 µM;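 active means inhibition above the mean over all tested compounds plus 3 SD, cut at about 21% in these data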;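 further: 0% = DMSO only wells and 100% = clavulanate BLA inhibitor control wells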
Target sequence (Q99836 whole entry, looked up): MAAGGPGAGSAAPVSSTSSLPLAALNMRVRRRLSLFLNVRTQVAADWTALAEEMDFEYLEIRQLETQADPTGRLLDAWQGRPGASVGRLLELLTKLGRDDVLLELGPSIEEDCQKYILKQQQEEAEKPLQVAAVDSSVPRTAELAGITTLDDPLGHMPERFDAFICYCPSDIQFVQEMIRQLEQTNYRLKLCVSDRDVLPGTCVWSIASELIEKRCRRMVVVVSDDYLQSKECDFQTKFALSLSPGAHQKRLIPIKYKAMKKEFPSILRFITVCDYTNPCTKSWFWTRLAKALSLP
Target sequence (Q9NR96 whole entry, looked up): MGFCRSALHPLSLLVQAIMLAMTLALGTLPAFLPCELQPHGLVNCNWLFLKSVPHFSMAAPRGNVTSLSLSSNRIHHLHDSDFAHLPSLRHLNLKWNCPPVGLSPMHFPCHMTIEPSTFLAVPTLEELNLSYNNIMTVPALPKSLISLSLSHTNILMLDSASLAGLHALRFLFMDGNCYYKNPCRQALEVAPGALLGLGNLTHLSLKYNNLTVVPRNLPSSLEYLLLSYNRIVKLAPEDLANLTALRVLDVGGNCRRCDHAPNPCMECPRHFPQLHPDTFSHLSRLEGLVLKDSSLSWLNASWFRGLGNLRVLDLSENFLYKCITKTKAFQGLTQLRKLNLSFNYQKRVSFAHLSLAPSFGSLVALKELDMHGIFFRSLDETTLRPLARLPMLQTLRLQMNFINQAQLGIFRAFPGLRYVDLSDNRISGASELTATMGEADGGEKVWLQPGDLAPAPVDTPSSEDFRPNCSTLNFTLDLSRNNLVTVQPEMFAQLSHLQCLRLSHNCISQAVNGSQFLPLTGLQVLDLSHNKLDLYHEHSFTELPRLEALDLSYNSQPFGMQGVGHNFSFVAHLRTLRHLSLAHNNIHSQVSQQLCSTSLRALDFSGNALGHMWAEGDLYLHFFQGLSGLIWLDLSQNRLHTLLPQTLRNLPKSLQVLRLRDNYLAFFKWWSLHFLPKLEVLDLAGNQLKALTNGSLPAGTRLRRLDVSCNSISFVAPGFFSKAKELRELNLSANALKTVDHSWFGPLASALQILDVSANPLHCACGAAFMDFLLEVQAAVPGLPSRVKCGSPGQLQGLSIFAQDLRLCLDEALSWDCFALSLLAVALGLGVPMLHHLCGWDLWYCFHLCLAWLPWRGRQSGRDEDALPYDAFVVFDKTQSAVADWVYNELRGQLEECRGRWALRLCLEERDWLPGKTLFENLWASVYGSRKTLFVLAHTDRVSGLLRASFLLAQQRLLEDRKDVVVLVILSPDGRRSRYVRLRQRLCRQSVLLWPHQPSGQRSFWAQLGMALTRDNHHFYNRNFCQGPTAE
EBV LMP1 NFkB: EBV LMP1-driven NF-kappaB luciferase reporter inhibitors, primary screen, cell-based, luminescence, single point; LMP1-induced NF-kappaB luciferase reporter cells; inhibition, % at 12.5 µM; actives 0.69% (n = 350,000); in the data active means inhibition above about 41%; inconclusive means no clear call, values can overlap the other calls;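 further: 0% = neutral control wells and 100% = reference inhibitor control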
SRC3 inh: SRC3 coactivator transcriptional activity inhibitors, primary screen, cell-based, luminescence. Nuclear receptor coactivator 3 (Homo sapiens), Q9Y6Q9. HEK293 GAL4-SRC3 luciferase reporter. inhibition, % at 3.6 µM. actives 0.17% (n = 360,000);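 active means inhibition above a per-campaign cutoff, the mean of all compounds plus 3 SD, cut at about 60% in these data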;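 further: 0% = DMSO-treated cells and 100% = gossypol-treated cells at 36 µM; higher means less SRC3-driven luciferase light from the GAL4 reporter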
Vif inh: HIV Vif self-association inhibitors, primary screen, imaging, HEK293T, single point; AID 602346, 2012; inhibition, % at 7.49 µM; HEK293T cells, Vif self-association by quenched fluorescence, 24 h; actives 0.35% (n = 340,000); in the data active means inhibition above about 50%, passing the limit was not always enough; inconclusive means no clear call, values can overlap the other calls; inactive means below about 31%; further: some results filed as inactive read as strong as hits
C8 TRAIL sens: viability loss with TRAIL in NB7+C8 cells, primary screen, TRAIL sensitizer project, cell-based, ATPlite luminescence; inhibition (viability loss, TRAIL sensitization), % at 10 µM; actives 1% (n = 360,000);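 active means compounds causing at least 50% loss of cell viability in the single-dose screen, relative to plate controls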
NR2F2 inh: NR2F2 transcriptional activity inhibitors, primary screen, cell-based, luciferase reporter, HEK293T, luminescence; COUP transcription factor 2 (Homo sapiens), P24468; HEK293T NGFI-A luciferase reporter; inhibition, % at 8.6 µM; actives 0.7% (n = 370,000); AID 686940, 2013;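 active means inhibition above a per-plate cutoff, mean inhibition of test wells between control levels plus 3 SD, cut at about 38% in these data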;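 further: cells cotransfected with COUP-TFII expression vector driving the NGFI-A reporter; 0% = median of COUP-TF2 test wells and 100% = reporter-only cells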
TROY NFkB inh: inhibitors of TROY-driven NF-kB signaling, primary screen, Q293 LMP1-TROYcd cells, NF-kB luciferase, uHTS; inhibition, % at 10 µM; Q293 LMP1-TROYcd NF-kB luciferase reporter, 4 h; actives 0.98% (n = 360,000);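 active means compounds whose plate-normalised and pattern-corrected inhibition of the luciferase reporter signal at the single screening dose is 50% or more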
NR5A2 inv ag: LRH-1 (NR5A2) inverse agonists, primary screen, cell-based, luminescence, HEK293T, StAR-luciferase reporter; Nuclear receptor subfamily 5 group A member 2 (Homo sapiens), O00482; LRH-1 transfected, 24 h; inhibition, % at 3.6 µM; actives 0.13% (n = 360,000);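 active means inhibition above the mean inhibition of all tested compounds plus 3 SD, cut at about 73% in these data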;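 further: 0% = DMSO wells and 100% = reporter-only cells lacking LRH-1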
NCOA1 inh: SRC1 coactivator transcriptional activity inhibitors, primary screen, cell-based, luminescence; Nuclear receptor coactivator 1 (Homo sapiens), Q15788; HEK293 GAL4-SRC1 luciferase reporter; inhibition, % at 3.6 µM; actives 0.12% (n = 360,000); AID 588354, 2011;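 active means inhibition above the campaign mean plus 3 SD, with each screening campaign given its own cutoff, cut at about 60% in these data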;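 further: 0% = DMSO treated cells and 100% = gossypol at 36 µM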
SRC2 inh: inhibition of GAL4-SRC2 driven luciferase reporter, primary screen, SRC2 inhibitor project, cell-based, luminescence. actives 0.17% (n = 370,000). AID 651957, 2012. HEK293 GAL4-SRC2 luciferase reporter. inhibition, % at 9 µM;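 active means inhibition above the mean inhibition of all tested compounds plus 3 SD, set per campaign, cut at about 52% in these data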;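 further: 0% = DMSO treated cells and 100% = cells given Gossypol at 36 µM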
* = called active by the depositor; ? = inconclusive; · = not tested or not shown. An excerpt; the hit share may differ from the screen's.

Molecule	NOD2-RIPK2 inh	TLR9-MyD88 inh	EBV LMP1 NFkB	SRC3 inh	Vif inh	C8 TRAIL sens	NR2F2 inh	TROY NFkB inh	NR5A2 inv ag	NCOA1 inh	SRC2 inh
COC(=O)c1ccc(-c2nc(-c3cccs3)no2)cc1	6	-5	24	-99	-4	58*	-58	64*	-92	-119	-64
COc1ccc(C(=O)Nc2ccc(C(=O)N3CCC(C)CC3)cc2)cc1OC	-11	6	-2	4	0	12	0	2	-23	3	3
CC(=O)c1c(C)[nH]c(C(=O)OCC(=O)c2ccc(C)s2)c1C	-11	-5	-11	-42	2	19	-26	-30	-65	-43	-52
O=C(NNC(=O)c1sc2cccc(Cl)c2c1Cl)Nc1ccccc1	-1	-11	7	9	2	-14	-4	-2	16	-9	-15
Cc1cc(C)cc(OCC(=O)N2CCc3ccccc3C2)c1	2	-6	-8	-22	-2	9	8	-2	2	-23	-11
Nc1ccc(S(=O)(=O)NC2(C(F)(F)F)NC(=O)N(c3ccccc3Cl)C2=O)cc1 (stereo not drawn)	-1	3	-5	12	22	-5	10	4	-17	-94	-1
COC(=O)Cn1nc(-c2ccccc2)c2cc(Cl)ccc21	2	6	4	-2	13	-3	8	-27	25	0	-10
COc1ccc(N2CCN(CCCNC(=O)C(=O)c3c(C)[nH]c4ccccc34)CC2)cc1	-15	14	4	5	-3	-20	6	13	-5	0	15
CC(=O)Nc1ccc(S(=O)(=O)Nc2nc3ccccc3nc2-n2ccc(=NC(=O)c3ccccc3)cc2)cc1	-2	·	·	7	1	-16	19	-28	-5	-7	0
CN(C)S(=O)(=O)c1cccc(C(=O)N2CCN(Cc3ccccc3)CC2)c1	1	9	2	-13	1	-3	10	1	-2	2	-5
O=C(CNC(=O)c1ccco1)NCC(=O)OCc1ccc(C(=O)Oc2ccc(Cl)cc2)cc1	3	-1	-6	11	1	-9	-7	-23	15	-8	-31
O=S(=O)(CS(=O)(=O)c1ccccc1)c1ccccc1	-15	-4	-16	-34	-1	-3	-1	-2	10	6	1
COC(=O)c1sccc1NC(=O)c1sccc1C	-6	-8	-9	5	2	6	8	0	1	-1	-14
CCOC(=O)c1ccc(Nc2c(CC)c(C)nc3ncnn23)cc1	-4	-3	6	4	-7	7	-14	16	-23	-6	8
Cc1cc(NC(=O)CCCN2C(=O)/C(=C\c3cccs3)SC2=S)no1	11	6	1	4	5	-5	5	17	-3	-8	-2
O=C(CSc1nc2nn(-c3ccccc3)c(=O)c-2c2n1CCCCC2)c1ccc(OC(F)F)cc1	8	5	5	-4	0	-1	-7	-8	-2	-9	13
CCC(C(=O)NCCN1CCN(C)CC1)n1c(C)c2cnn(-c3ccccc3)c(=O)c2c1C (stereo not drawn)	-6	6	-2	2	-1	-11	3	-13	4	5	3
O=C1CSC(c2cccc([N+](=O)[O-])c2)N1C1CC2CCC1C2 (stereo not drawn)	0	0	-3	-23	0	5	-17	4	0	-4	-2
Nc1ncnc2c1ncn2[C@@H]1O[C@H](CNCc2ccccc2OC2OC(CO)C(O)C(O)C2O)[C@@H](O)[C@H]1O (stereo partly drawn)	5	-3	-3	5	-7	15	-2	14	-16	-1	-2
Cc1cc(C)c2c(N)c(C(=O)N/N=C/c3cccs3)sc2n1	-10	·	·	-92	19	-7	-23	-79	-96	-78	-41
O=C(Nc1ccnc(-c2ccncc2)n1)C1CC1	1	-1	-11	0	9	-1	5	15	4	-7	-1
COC(=O)[C@@]1(Cc2ccccc2)[C@H]2C(=O)N(Cc3ccccc3)C(=O)[C@H]2[C@H]2CN=C(SCC(=O)c3ccccc3)N21	-1	-2	-10	-3	-14	-6	14	-13	5	1	-39
COc1ccc(C(=O)NC2CC2)cc1OC1CCN(Cc2cc(C)cc(C)c2)CC1	-17	6	-4	18	-1	4	21	-7	2	8	0
COCCN(C(=O)COC(=O)C1CC1)c1c(N)n(Cc2ccccc2)c(=O)[nH]c1=O	-4	-15	3	-6	-3	-25	-10	-10	-6	-12	-7
N#CC1=C(N)Oc2cc(Nc3ccccc3)ccc2C1c1ccncc1 (stereo not drawn)	0	-4	5	6	4	11	1	21	5	-24	9
Cc1ccc(S(=O)(=O)NC(=O)C2(C)CCN2C(=O)C2CCCCC2)cc1 (stereo not drawn)	-7	·	·	-2	-5	-8	4	1	-7	-5	-6
COc1ccccc1/C=N/NC(=O)c1nnn(-c2nonc2N)c1-c1cccs1	3	11	0	-84	16	-2	·	28	4	11	·
CCOc1ccccc1CN1CCNC(=O)C1CC(=O)N(C)C1CCOCC1 (stereo not drawn)	6	5	2	-5	4	-20	-5	-9	-6	-4	-29
COc1ccc(-n2cc(-c3ccccc3)[n+]3c2CCCCC3)cc1	8	4	9	46	-12	36	35	17	38	27	14
O=C(Cc1c(F)cccc1Cl)NNC(=O)Nc1ccc2c(c1)OCO2	-14	-12	11	5	9	11	1	-5	-8	-18	19
O=C(Nc1nnc(C2CC2)s1)c1cc([N+](=O)[O-])ccc1N1CCCCC1	-1	0	7	13	0	-5	-1	8	5	-20	8
NC(=O)CSc1nc2cccnc2n1-c1ccc(F)cc1	-14	-3	12	-12	-3	-21	16	1	18	2	8
Cc1ccsc1/C=C1\SC(N)=NC1=O	1	1	50*	-38	-1	16	-26	-56	-40	-24	-36
CCNc1nc(NC(C)C)nc(NS(=O)(=O)c2ccc(Cl)cc2)n1	-1	-4	3	-1	6	8	1	-8	12	-2	-36
N#CCc1c(C#N)c(N)nc(N2CCN(S(=O)(=O)c3ccccc3F)CC2)c1C#N	-11	3	1	2	?	17	5	-8	9	1	1
Cc1[nH]c2ccccc2c1C(=O)NS(=O)(=O)Nc1ccccc1	-8	-1	-6	-4	12	-3	0	-2	-11	-11	13
COC(=O)c1cccc(C23CC4(C2)[C@H](CN(Cc2cccnc2)[C@@H]4c2ccccc2)C3c2ccc(Cl)nc2)c1 (stereo partly drawn)	-8	-7	1	-3	1	-1	15	23	10	-2	-11
CCCCNC(=O)C1(C)CCN1C(=O)c1ccc(F)c(C)c1 (stereo not drawn)	-9	·	·	-1	0	-6	-4	-10	3	5	1
COc1ccc(-n2c(Cc3cccn3C)nnc2SCC(=O)Nc2cccc(C)c2C)cc1	-5	-11	-7	9	6	-10	11	-9	7	1	-9
Cc1nn(-c2ccccc2)c2nc(N)c(C#N)c(-c3ccc(O)c(O)c3)c12	0	9	1	-14	-9	18	-14	34	-30	13	-4
Cc1cccc(N2CCN(C(=O)CN(C)S(=O)(=O)c3ccc4c(c3)CCC(=O)N4)CC2)c1C	-11	2	4	7	-2	-7	10	16	6	-4	1
OCCC1CN(Cc2cccc3nccnc23)CCN1C1CCCC1 (stereo not drawn)	-8	1	-2	4	5	0	-3	-6	11	-7	-2
CCOC(=O)c1cc(CC)sc1NC(=O)C(c1ccccc1)c1ccccc1	-4	-1	-9	-10	-1	44	7	6	-4	10	-13
Cc1cccc(-n2c(-c3ccccc3)c[nH]c2=S)c1C	-3	-12	-10	-6	-1	14	5	-90	8	-4	-30
COc1ccc(OC)c(S(=O)(=O)N2CCN(Cc3ccccc3)CC2)c1	-11	-7	-14	-16	-4	0	-11	10	-5	-2	-8
CC(O)(c1ccc(F)c(F)c1)c1nc(-c2cccc(F)c2)cs1 (stereo not drawn)	13	·	·	-29	-1	8	-7	15	21	2	7
Cc1cc2nc(-c3ccc(Cl)cc3)c(Cc3cccc(Cl)c3)n2c(C)c1Br	-4	·	·	·	·	-7	25	-37	7	·	-25
Cc1ccc(-n2c(SCc3nc4ccccc4c(=O)[nH]3)nnc2-c2ccccc2O)cc1	7	-9	1	20	-5	-2	-7	3	-23	-19	4
O=C(N/N=C/c1ccccn1)c1ccc(Cl)c(Cl)c1	-4	-3	-2	-73	-12	25	3	-1	-5	10	-36
CC(=O)NC1(C(F)(F)F)C(=O)Nc2c1c(=O)[nH]c(=O)n2Cc1ccco1 (stereo not drawn)	-4	-20	-8	16	3	-14	2	-6	-1	-3	-2
OCC(O)C(O)C(O)C(O)c1nc2ccccc2[nH]1 (stereo not drawn)	-4	3	-11	9	-6	6	3	-13	0	-6	-9
COc1cc(NC(=O)c2ccccc2[N+](=O)[O-])c(C(=O)O)cc1OC	6	0	6	0	2	3	-16	10	-5	4	3
Cc1ccc(NC(=O)C(C)OC(=O)/C=C/c2ccccc2)cc1S(=O)(=O)N1CCOCC1 (stereo not drawn)	0	-5	7	11	13	6	-4	-3	-9	-6	-16
Cc1cc(O)c(Oc2cc(C)cc(O)c2O)c(O)c1	5	-13	-8	4	-1	-13	-10	-20	-10	-13	-2
O=C(NCCCO)C(=O)NCC1OCCCN1S(=O)(=O)c1cccs1 (stereo not drawn)	-6	5	2	-8	-3	0	-15	-4	-3	9	-2
O=C(c1ccccc1)N1CCN(C(=O)c2ccc([N+](=O)[O-])cc2)CC1	-1	-3	-2	-30	-1	0	10	-20	-4	13	7
CC(NC(=O)c1ccc2c(c1)OCO2)C1CCCO1 (stereo not drawn)	-1	4	-1	-4	6	-11	6	17	9	5	-11
CCC(NC(=O)CNC(=O)c1ccc2c(c1)OCO2)c1ccc(Br)cc1 (stereo not drawn)	4	-5	-13	6	-11	10	-8	8	6	1	-3
CCOC(=O)N1CCN(C(=O)c2ccc(C#CC3(O)CCCCC3)cc2)CC1	-8	-1	-12	-16	9	4	9	-20	-25	-48	-23
O=C(CN1CCN(C(=S)NC2CCCC2)CC1)Nc1ccc(Oc2ccccc2)cc1	2	2	15	11	-19	19	21	17	4	-9	12
Cc1ccc(C(=O)NCC(=O)OCC(=O)Nc2ccccc2[N+](=O)[O-])cc1	1	11	-8	9	-29	-3	9	3	-10	8	17
CNc1nccc(-c2ccc(F)cc2)c1C#N	-13	6	-2	-14	-2	-6	-13	12	0	10	6
CC(=O)Nc1ccc(C(=O)NNC(=O)c2cccs2)cc1	6	-2	-2	6	2	-14	-5	-4	-2	-3	2
